High-throughput results from PubChem.
zVAD death inh – inhibitors of zVAD-triggered necroptosis, primary screen, L929 cells | L929 zVAD necroptosis rescue, ATP luminescence, 24 h; with zVAD 60 µM | viability rescue, % at 10 µM | 220,000 compounds, 0.38% hits;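 active = activation, scaled between plate controls, above about 75%, limit read from the data; inactive = activation under that limit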;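 note: 0% = zVAD with DMSO and 100% = DMSO alone without zVAD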
EP2 antag – human EP2 receptor antagonists, primary screen, TR-FRET cAMP, C6 glioma cells. 260,000 compounds, 0.52% hits. Prostaglandin E2 receptor EP2 subtype (Homo sapiens), P43116. C6 glioma cells expressing human EP2; cells stimulated with saturating PGE2. inhibition, % at 25 µM;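 active = percent inhibition above 40 after rounding to a whole number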;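 note: rat C6 glioma host cells with rolipram phosphodiesterase inhibitor present; the protocol text gives 20 µM as final concentration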
Calpain2 inh – inhibitors of pig calpain II, primary screen, biochemical, fluorogenic peptide substrate, 1536-well. purified calpain II, 30 min. inhibition, % at 16 µM. 220,000 compounds, 0.37% hits;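 active = inhibition above about 50%, limit read from the data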
Hck Nef HTS – inhibitors of Nef-activated human Hck kinase, primary screen, biochemical, Z-Lyte FRET, 384-well, Hck-YEEI | Recombinant Hck-YEEI plus Nef, Z-Lyte FRET kinase assay | Tyrosine-protein kinase HCK (Homo sapiens), P08631 | inhibition, % at 20 µM | 220,000 compounds, 0.68% hits;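 active = Hck-Nef kinase inhibition above about 50%, limit read from the data; inactive = inhibition below that limit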;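 note: 0% = DMSO with Hck plus Nef and 100% = Hck alone without Nef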
EP2 mod – EP2 receptor modulators, cAMP readout, primary screen, cell-based, HTRF cAMP, PGE2 stimulation; EP2-expressing cells, cAMP HTRF FRET, PGE2 co-stimulation; AID 940, 2007; Prostaglandin E2 receptor EP2 subtype (Homo sapiens), P43116; 260,000 compounds, 0.83% hits; induction, % at 25 µM;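 active = compounds whose cAMP rise, as percent of the full-agonist control response, exceeds 60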;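 note: rat C6 glioma line stably carrying human EP2 under a CMV promoter; the protocol text gives 20 µM as final concentration; 100% = response of wells given 1 µM PGE2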
14-3-3 Bad PPI – inhibitors of 14-3-3 zeta/Bad binding, primary screen, biochemical, TR-FRET, bovine 14-3-3 zeta; TR-FRET 14-3-3zeta/Dy647-pBad peptide displacement, 1 h; AID 781, 2007; 14-3-3 protein zeta/delta (Bos taurus), P63103; inhibition, % at 21.7 µM; 220,000 compounds, 0.71% hits;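 active = inhibition above about 70%, limit read from the data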;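 note: 0% = full 14-3-3 plus peptide FRET controls and 100% = background without 14-3-3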
Rad51 HR inh – human RAD51 strand exchange inhibitors, primary screen, biochemical, fluorescence. hRad51 DNA strand exchange, fluorescence dequenching. inhibition, % at 10 µM. 200,000 compounds, 0.085% hits. AID 1385, 2008;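 active = inhibition above 40% at the single screening dose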;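 note: 0% = DMSO control wells and 100% = blanks with heterologous ssDNA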
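Assay system: Human Rad51 nucleoprotein filaments preassembled on unlabelled ssDNA | Reagent: Donor/quencher-labelled 47-bp dsDNA substrate | Doses: One concentration, 10 µM final | Times: 37 °C 15-min filament assembly, 30-min compound preincubation, 15-min exchange | Technique: Fluorescein emission 520 nm, excitation 485 nm | Benchmarks: Plate control and blank wells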
eIF4E 4G PPI – eIF4E–eIF4G protein interaction inhibitors, primary screen, biochemical, uHTS, TR-FRET, eIF4GI fragment | 220,000 compounds, 0.37% hits | Eukaryotic translation initiation factor 4E (Mus musculus) + Eukaryotic translation … | AID 782, 2007 | TR-FRET eIF4E-eIF4GI(517-606) binding, 2 h | inhibition, % at 21.7 µM;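 active = inhibition above about 30%, limit read from the data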;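 note: 0% = full FRET control wells and 100% = background wells lacking eIF4GI fragment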
Target sequence (P63073 whole entry, looked up, the tested form may be a part): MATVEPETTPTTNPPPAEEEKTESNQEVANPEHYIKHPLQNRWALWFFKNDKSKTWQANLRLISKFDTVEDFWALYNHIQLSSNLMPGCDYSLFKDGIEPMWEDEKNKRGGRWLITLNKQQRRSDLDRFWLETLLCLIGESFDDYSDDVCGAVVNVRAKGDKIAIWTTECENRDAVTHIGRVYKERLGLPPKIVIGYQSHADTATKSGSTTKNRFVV
Target sequence (Q04637 whole entry, looked up, the tested form may be a part): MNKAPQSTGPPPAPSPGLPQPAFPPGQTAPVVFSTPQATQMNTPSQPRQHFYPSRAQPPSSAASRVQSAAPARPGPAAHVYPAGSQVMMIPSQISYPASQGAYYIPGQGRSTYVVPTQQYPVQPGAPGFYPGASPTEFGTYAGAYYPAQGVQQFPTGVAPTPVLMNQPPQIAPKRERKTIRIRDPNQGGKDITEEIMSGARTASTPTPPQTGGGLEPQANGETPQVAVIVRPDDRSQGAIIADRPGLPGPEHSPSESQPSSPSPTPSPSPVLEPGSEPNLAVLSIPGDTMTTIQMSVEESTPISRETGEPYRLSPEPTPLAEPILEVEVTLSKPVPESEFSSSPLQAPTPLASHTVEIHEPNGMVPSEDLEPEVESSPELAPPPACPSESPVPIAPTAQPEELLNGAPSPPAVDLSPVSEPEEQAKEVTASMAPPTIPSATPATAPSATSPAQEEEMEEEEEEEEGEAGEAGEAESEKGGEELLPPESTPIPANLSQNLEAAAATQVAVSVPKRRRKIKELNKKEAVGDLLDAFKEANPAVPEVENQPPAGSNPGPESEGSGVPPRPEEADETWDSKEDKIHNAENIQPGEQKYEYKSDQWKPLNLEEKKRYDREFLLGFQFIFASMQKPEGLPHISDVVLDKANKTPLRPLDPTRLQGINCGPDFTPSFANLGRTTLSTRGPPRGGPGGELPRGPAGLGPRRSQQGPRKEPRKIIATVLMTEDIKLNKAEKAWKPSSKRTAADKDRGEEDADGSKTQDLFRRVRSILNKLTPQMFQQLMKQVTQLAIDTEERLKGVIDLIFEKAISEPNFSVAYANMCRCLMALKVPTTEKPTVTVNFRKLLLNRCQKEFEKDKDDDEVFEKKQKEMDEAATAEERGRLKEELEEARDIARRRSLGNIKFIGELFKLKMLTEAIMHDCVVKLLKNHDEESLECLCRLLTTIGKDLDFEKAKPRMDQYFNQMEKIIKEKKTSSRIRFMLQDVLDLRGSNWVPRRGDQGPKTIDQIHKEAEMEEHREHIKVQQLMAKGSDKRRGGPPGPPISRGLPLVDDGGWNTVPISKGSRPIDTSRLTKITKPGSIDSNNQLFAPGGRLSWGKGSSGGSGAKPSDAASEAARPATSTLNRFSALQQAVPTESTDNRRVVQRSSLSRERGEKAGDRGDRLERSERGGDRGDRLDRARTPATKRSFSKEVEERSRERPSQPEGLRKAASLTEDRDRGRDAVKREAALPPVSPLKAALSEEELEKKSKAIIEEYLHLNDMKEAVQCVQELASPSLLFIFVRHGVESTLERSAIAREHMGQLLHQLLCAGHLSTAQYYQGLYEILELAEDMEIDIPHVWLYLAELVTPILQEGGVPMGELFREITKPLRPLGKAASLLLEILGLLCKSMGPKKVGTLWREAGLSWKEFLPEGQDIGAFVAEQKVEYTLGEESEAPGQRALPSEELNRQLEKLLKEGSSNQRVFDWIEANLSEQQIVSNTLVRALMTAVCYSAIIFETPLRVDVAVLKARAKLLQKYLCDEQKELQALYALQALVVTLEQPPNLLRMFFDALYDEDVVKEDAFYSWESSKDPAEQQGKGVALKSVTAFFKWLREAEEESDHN
Tb hexokinase – Trypanosoma brucei hexokinase 1 inhibitors, primary screen, biochemical, G6PDH-coupled NADH absorbance, MLSCN library; hexokinase 1 [Trypanosoma brucei]; recombinant TbHK1, G6PDH-coupled NADH A340; inhibition, % at 10 µM; 220,000 compounds, 0.11% hits; AID 1430, 2008;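 active = inhibition of 50% or more in the single-dose primary screen; inactive = inhibition below 50%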
* = called active by the depositor; i = inactive; · = not tested or not shown; & = joins results of further samples; ! = not confirmed by another sample; [ ] = remark or other dose.

SMILES	zVAD death inh	EP2 antag	Calpain2 inh	Hck Nef HTS	EP2 mod	14-3-3 Bad PPI	Rad51 HR inh	eIF4E 4G PPI	Tb hexokinase
COC(=O)C1=C(C)N=C2SC(C)C(=O)N2C1c1cccc(F)c1 (stereo not drawn)	0.5	9	3	-1	16	7	1	2	-18
O=C1CCCc2oc3c(c21)CCCC3	4.6	7	-18	23	14	-23	10	0	-5
CCc1nnc(NC(=O)C2CCCN2S(=O)(=O)c2ccc(F)cc2)s1 (stereo not drawn)	1.3	2	8	1	8	-3	-1	-7	2
CCOC(=O)c1ccc(CC(=O)c2oc3cc(O)ccc3c2C)o1	0.0	16	-74	7	-12	-1[fluorescence artefact?]	-3	3[fluorescence artefact?]	-5
Cc1cc([N+](=O)[O-])nn1CC(=O)N/N=C/c1ccc(O)cc1O	2.2	6	-17	24	27	-4	·	0	-49
CCCNC(=O)CSc1nc(COc2ccccc2)nc2ccccc12	1.9	10&7	0	20	24&17	-4	5	3	-1
C[N+](C)(C)CCN1C(=O)CSC1=O	-0.6	4	9	-13	5	4	-32	1	-4
CCOc1ccc(NC(=O)Cn2nnc(C(=O)NCCc3ccc(OC)c(OC)c3)c2N)cc1	2.1	9	-80	-2	9	20	-14	4	1
O=C(Nn1c(-c2ccccc2)nc2ccccc2c1=O)c1ccco1	0.6	6	21	5	9	-5	0	2	-2
CC(CC(=O)Nc1cc(C(F)(F)F)ccc1Cl)c1ccccc1 (stereo not drawn)	0.0	9	-16	-1	29	-6	0	9	1
Cc1ccccc1C(=O)O/N=C(\N)c1ccncc1	-0.4	9	-12	9	1	-5[fluorescence artefact?]	·	-3	10
CC1=NN(C(=O)c2csc(C)c2)C(O)(C(F)(F)F)C1 (stereo not drawn)	-0.3	·	7	1	6	12	·	-2	10
CN(C)CCN(C(=O)/C=C/c1cccs1)c1nc2c(F)cc(F)cc2s1	2.5	12	-2	9	25	-14[fluorescence artefact?]	1	-9[fluorescence artefact?]	-4
Clc1nc(Cl)nc(NCCC2=CCCCC2)n1	0.0	10	5	-21	30	48	-6	3	9
CC(=O)N1CC2(C)CN(C(C)=O)CC(C)(C1)C2O (stereo not drawn)	-0.2	9	9	0	10	13	-1	-8	-1
Oc1c(C(c2cccs2)N2CCN(c3cccc(Cl)c3)CC2)sc2ncnn12 (stereo not drawn)	2.4	17	-38	-3	-14	-3	0	2	-3
CCN(CC)CCCNc1oc(/C=C/c2ccccc2)nc1C#N	1.3	12	-317	29	-29	1	14	4	-58
C=CCc1cc(Cl)ccc1OCCCNC(C)CC (stereo not drawn)	·	5	2	3	7	17[fluorescence artefact?]	11	1	-2
O=C(NC(Cc1ccccc1)C(=O)N1CCCC1C(=O)O)c1ccccc1 (stereo not drawn)	0.1	13	-10	1	16	-2[fluorescence artefact?]	-3	-4	3
Cn1cc(CN2CCN(c3cnccn3)CC2)c(-c2cccc(Cl)c2)n1	0.0	6	-24	7	-9	-9	·	0	-9
Cn1c(=O)n(CCc2ccccc2)c(=O)c2c1nc1n2CCCN1c1ccccc1	-0.3	22	-4	-17	-3	-8	10	-11	-1
Cc1ccc(C)n1-c1cccc(C(=O)O)c1	·	10	-35	·	18	43	-6	25	·
CC1CN(C(=O)c2cccs2)CCN1C(=O)c1cccs1 (stereo not drawn)	2.5	8	-20	-4	16	12	-3	1	6
Cc1ccnc(N/C=C(\C#N)c2nc(-c3cccc(Br)c3)cs2)c1	-0.3	22	-54	4	25	65[fluorescence artefact?]	i	-4[fluorescence artefact?]	-1
O=C(/C=C/c1ccc(N2CCC(c3ccccc3)=N2)cc1)c1ccccc1	1.3	13	-28	-101	15	-14	i	-2	-5
CC(C)N(C(=O)COC(=O)[C@H](C)NC(N)=O)c1ccccc1	1.2	6	-18	20	8	3	·	1	-1
CC(C)C(C(=O)NCC1CCCO1)N(Cc1ccco1)C(=O)CNS(=O)(=O)c1ccccc1 (stereo not drawn)	1.4	6	-15	1	5	-11[fluorescence artefact?]	-5	-4[fluorescence artefact?]	-7
COc1ccc(/C=C/C(=O)c2ccc(O)cc2)cc1CN1CCOCC1	66	11	-10	14	-21	-14[fluorescence artefact?]	·	1	-32
Cn1nccc1NS(=O)(=O)c1ccc(F)cc1	-0.2	15	21	-5	17	1	-9	4	-2
COc1cccc(-n2nc(C(=O)O)c3ccccc3c2=O)c1	0.3	11	9	-1	8	-15	14	2[fluorescence artefact?]	1
CCCCOc1ccc(C(=O)NCC(=O)OCC(=O)N2CCN(S(=O)(=O)c3ccc(C)cc3C)CC2)cc1	0.4	10	24	3	-23	-3[fluorescence artefact?]	4	12	12
CC(=O)Nc1cccc(C(=O)OCC(=O)NCc2ccc(F)cc2)c1	1.2	8	1	-1	-11	-7	-2	-1	-3
COc1ccc(/C=C/C(=O)NC(C)CCc2ccccc2)cc1OC (stereo not drawn)	0.1	7	-44	19	-78	-11	-5	0	-10
COc1ccccc1CNC(=O)CS(=O)Cc1nc(-c2ccccc2C)oc1C (stereo not drawn)	-0.3	14	-4	8	-10	4	8	1	7
Cc1ccc2nc(C)c(C(=O)N/N=C/c3ccc(N4CCOCC4)cc3)cc2c1	1.4	12	-13	2	6	-1	-8	4	-17
COc1cccc(-c2nc(-c3ccc4c(c3)NC(=O)CO4)cs2)c1	9.7	6	-19	15	22	44	10	-3	-14
CS(=O)(=O)N(CC(=O)NCc1ccco1)c1ccc(OCc2ccccc2)cc1	0.6	6	28	-17	-33	2	-7	2	-2
Cc1ccccc1NC(=O)N1C2CCCC1CC(NC(=O)C(C)(C)C)C2 (stereo not drawn)	1.9	8	-48	0	4	0	4	2[fluorescence artefact?]	1
Cc1n[nH]c(C)c1S(=O)(=O)N1CCC(C(=O)O)CC1	0.3	10	5	2	25	2	3	6	1
CCOC(=O)c1c(C)[nH]c(C(=O)OC)c1CCC(=O)OC	0.0	14	20	1	11	-4	3	6	9
COc1ccc(NC(=S)NC2CCCCC2)c(OC)c1	-1.4	3	-1	22	-35	-4	-7	0	-3
O=C(c1cc(-c2ccccn2)nc2ccc(Br)cc12)N1CCN(S(=O)(=O)c2ccccc2)CC1	21	13	-113	32	17	-1	-1	3	-8
O=C(Nc1nc2cc3c(cc2s1)OCCO3)c1ccncc1	1.7	6	35	-2	-13	27	-11	2	-17
CC(C)CCNC(=O)C(=O)NCCC1=CCCCC1	1.3	5	2	2	-16	-29[fluorescence artefact?]	3	-2	33
CCN1C(=C2C(=O)c3ccccc3C2=O)C=Cc2ccccc21	-0.5	2	-3	1	13	-5	1	2	-14
N#C/C(=C\c1c(N2CCOCC2)nc2ccccn2c1=O)C(=O)NC1CCS(=O)(=O)C1 (stereo not drawn)	0.2	13	-326	7	-1	7	11	-1	-21
Cc1oc(-c2ccccc2)cc1C(=O)NC1CCN(Cc2ccccc2)CC1	0.1	5	1	5	-46	-8	2	-3	13
Cc1ccc(S(=O)(=O)NCc2ccc(C(=O)NC3CC3)cc2)cc1	·	5	4	5	33	-4	·	3[fluorescence artefact?]	7
O=C(Nc1nnc(-c2ccc(F)cc2)s1)Nc1ccccc1F	1.1	7	-15	22	36	-1	-19	4	6
Cc1cc(C)cc(N=C2SC(CC(=O)Nc3ccccc3)C(=O)N2CCN2CCOCC2)c1 (stereo not drawn)	2.8	8	-34	2	-46	-9	-3	-2	-10
Cc1ccc(S(=O)(=O)/C(C#N)=C/c2c(N3CCC(C(N)=O)CC3)nc3c(C)cccn3c2=O)cc1	0.5	8	-61	-3	6	12	7	-27	-16
COc1cc([C@@H]2c3cc4c(cc3[C@H](O)[C@H]3COC(=O)[C@H]23)OCO4)cc(OC)c1OC	-0.9	17	25	3	18	-8	-1	0	-12
CC(=O)NC(c1ccc(Cl)cc1)c1c(O)ccc2ccc(O)cc12 (stereo not drawn)	-2.7	4	6	26	-46	-15	-12	3	6
CCOC(=O)N/N=C(/C)c1ccc([N+](=O)[O-])o1	1.1	0	-8	0	26	-1	-4	3	-19
Cc1nc(SCC(=O)NC(=O)NC2CCCCC2)nc(C)c1C	0.3	7	20	0	7	-1	·	1	-9
Cc1cc(C)c2sc(NC(=O)c3ccc(N4C(=O)CCC4=O)cc3)nc2c1	1.3	11	21	14	22	-9	·	1	-13
C=CCn1c(SCC(=O)Nc2ccc3c(c2)OCO3)nc2ccccc2c1=O	0.1	4	-4	-1	-28	4	5	-1	6
C(=C\c1ccncc1)/c1ccncc1	-0.2	5	-10	11	4	-11	-6	-4	0
Cc1ccccc1Cn1ccc(NC(=O)c2cnn3c(C(F)(F)F)cc(-c4ccco4)nc23)n1	-0.1	5	-61	6	18	-3	-5	-25	-15
COc1nc(-c2ccccc2)ccc1-c1noc(-c2ccccc2)n1	2.7	14	-81	-1	38	-2	-2	-3	-19

The list goes on (three carried over from the part before).
SMILES	zVAD death inh	EP2 antag	Calpain2 inh	Hck Nef HTS	EP2 mod	14-3-3 Bad PPI	Rad51 HR inh	eIF4E 4G PPI	Tb hexokinase
C(=C\c1ccncc1)/c1ccncc1	-0.2	5	-10	11	4	-11	-6	-4	0
Cc1ccccc1Cn1ccc(NC(=O)c2cnn3c(C(F)(F)F)cc(-c4ccco4)nc23)n1	-0.1	5	-61	6	18	-3	-5	-25	-15
COc1nc(-c2ccccc2)ccc1-c1noc(-c2ccccc2)n1	2.7	14	-81	-1	38	-2	-2	-3	-19
COC(=O)Cc1ccc(NC(=S)NCc2ccccc2)cc1	-0.6	9	8	0	5	7[fluorescence artefact?]	-4	0	3
Cc1cc(C)cc(NC(=O)NCC(O)COc2ccc([N+](=O)[O-])cc2)c1 (stereo not drawn)	0.3	4	32	0	-34	4	-6	-2	-16
CCC1=C(OC(=O)N(CC)CC)N2C(=O)OC(=NCC3CC3)[C@]2(Cc2ccccc2)[C@H]2C1=CC[C@H]1C(=O)N(c3ccccc3)C(=O)[C@H]12	0.3	12	-31	20	28	-1	4	-1	-23
CCOC(=O)c1sc(N)c(C#N)c1COC(=O)CNC(=O)c1ccccc1	0.1	10	-42	1	-35	-8	-113	-4	-17
CN1CCCCc2c1nc1c(c2N)CCCC1	-0.2	2	-49	1	0	31	-3	6	-5
Cc1sc2ncnc(N)c2c1C	0.4	9	-2	2	-2	5	6	2	-7
CC1CCN(c2nc3c(c(=O)[nH]c(=O)n3C)n2CCCc2ccccc2)CC1	-0.6	15&14	-7	1	67*!	-1	-5	3	-6
CCOc1ccc(NC(=O)CN2CCN(CC(=O)Nc3cc(OC)cc(OC)c3)CC2)cc1	3.0	9	16	-10	-29	10	-176	-7	-1
CCOc1ccccc1NC(=O)C1CCCN(C(=O)NCc2ccccc2)C1 (stereo not drawn)	-0.2	6	-43	-2	11	-9[fluorescence artefact?]	0	-6[fluorescence artefact?]	-5

A portion of the library, so the mix of outcomes need not match the whole.
